# Screening data as filed in PubChem BioAssay.
# MsrA act: bovine MsrA enzyme activators, primary screen, biochemical, absorbance, HTS. 360,000 compounds, 0.3% hits. purified bovine MsrA, absorbance read-out. AID 602163, 2012. activation, % at 10.6 µM; in the data active = activation above about 7.5%;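 also: 0% = vehicle and 100% = reference activator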
# Tb MetRS inh: T. brucei MetRS inhibitors, primary screen, biochemical, luminescence | methionyl-tRNA synthetase (Trypanosoma brucei brucei) | AID 624268, 2012 | inhibition, % at 11.9 µM | purified T. brucei MetRS, ATP depletion, Kinase-Glo luminescence | 360,000 compounds, 0.4% hits;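 active = inhibition above a per-plate cutoff of the control wells' mean inhibition plus 3 SD, cut at about 5.5% in these data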;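 also: 0% = DMSO wells median and 100% = median of wells with control inhibitor compound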
#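 Assay system: T. brucei methionyl-tRNA synthetase, purified | Medium: HEPES buffer with MgCl2, KCl, DTT, spermine, BSA, pyrophosphatase | Compound: 11.9 µM single point | Incubation: 15 min enzyme-compound preincubation, 2 h reaction, 10 min detection, 25 °C | Measured by: Kinase-Glo luciferase luminescence reporting remaining unconsumed ATP | Measure: % inhibition normalized to control-well medians | Replication: Singlicate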
# E coli Lon inh: inhibitors of E. coli Lon protease, primary screen, biochemical, fluorescence polarization; 360,000 compounds, 0.42% hits; P0A9M0; purified E. coli Lon protease; inhibition, % at 7.94 µM; AID 602123, 2011; in the data active = inhibition above about 13%, passing the limit was not always enough;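 also: 0% = enzyme with probe and DMSO and 100% = no enzyme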
# SKN-1 inh: suppressors of acrylamide-induced Pgst-4::GFP reporter in worms, primary screen, SKN-1 inhibitor project, whole organism, uHTS, GFP/RFP fluorescence ratio, strain VP596 | inhibition, % at 21.8 µM | 360,000 compounds, 0.49% hits | AID 624304, 2012 | C. elegans VP596 Pgst-4::GFP/RFP ratio, 24 h;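 active = interference check ratio from 0.5 to 1.5 plus GFP to RFP signal ratio inhibition reaching or exceeding a fixed threshold, cut at about 30% in these data, passing the limit was not always enough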; also: some compounds called inactive have numbers as strong as hits
# PABP1 MLLE inh: inhibitors of PABP1 MLLE–PAM2 peptide binding, primary screen, biochemical, fluorescence polarization, FITC-PAM2, GST-MLLE. Polyadenylate-binding protein 1 (Homo sapiens), P11940. inhibition, % at 20 µM. 360,000 compounds, 0.36% hits. AID 588489, 2011; in the data active = inhibition above about 35%, passing the limit was not always enough;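 also: plate controls were DMSO wells with GST-MLLE for no effect and wells lacking GST-MLLE protein for full effect; some results filed as inactive read as strong as hits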
# Target sequence (P11940 whole entry, looked up): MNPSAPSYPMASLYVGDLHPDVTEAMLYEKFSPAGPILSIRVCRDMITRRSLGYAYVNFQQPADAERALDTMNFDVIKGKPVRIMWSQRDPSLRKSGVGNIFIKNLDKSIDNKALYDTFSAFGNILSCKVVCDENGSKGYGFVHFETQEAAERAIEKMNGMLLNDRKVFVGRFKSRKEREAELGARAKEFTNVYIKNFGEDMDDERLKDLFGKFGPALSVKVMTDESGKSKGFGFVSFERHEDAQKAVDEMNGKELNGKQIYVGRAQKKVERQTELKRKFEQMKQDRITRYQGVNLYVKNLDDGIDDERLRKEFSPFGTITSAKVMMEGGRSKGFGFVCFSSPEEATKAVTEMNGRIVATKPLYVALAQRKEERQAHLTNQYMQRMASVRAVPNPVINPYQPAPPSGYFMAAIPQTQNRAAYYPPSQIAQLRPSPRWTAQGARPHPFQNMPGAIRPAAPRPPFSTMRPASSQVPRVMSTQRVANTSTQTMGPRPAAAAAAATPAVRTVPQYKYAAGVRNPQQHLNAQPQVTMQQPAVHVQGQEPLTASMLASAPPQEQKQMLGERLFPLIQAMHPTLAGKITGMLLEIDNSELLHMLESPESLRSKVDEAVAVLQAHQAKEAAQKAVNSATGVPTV
# CendR NRP1 mod: modulators of CendR peptide binding to NRP-1, primary screen, biochemical, fluorescence polarization, uHTS; Neuropilin-1 (Homo sapiens), O14786; FAM-RPARPAR peptide binding to NRP-1; inhibition, % at 25 µM; 360,000 compounds, 0.85% hits; AID 602438, 2012;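 active = inhibition or corrected inhibition above about 18%, plus a signal ratio from 0.5 to 1.5, limit read from the data, passing the limit was not always enough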; also: strong numbers were not always called active
# MT1-MMP act inh: blockers of MT1-MMP proenzyme processing, primary screen, HT1080 RFP-PRO-GFP cells, GFP/RFP fluorescence | Matrix metalloproteinase-14 (Homo sapiens), P50281 | GFP/RFP ratio fluorescence, overnight; percent of plate control window, DMSO zero | GFP/RFP ratio change, % at 20 µM | 360,000 compounds, 0.061% hits;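 active = GFP/RFP ratio change of at least 30% with cell ATP level not reduced by more than half and red fluorescence within 50% of control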; also: strong numbers were not always called active
#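 Assay system: HT1080 RFP-PRO-GFP cells | Dosing: 20 µM single dose, 1% DMSO | Incubation: Cells overnight before dosing, compound overnight, 37 °C, 5% CO2 | Evaluation: GFP/RFP fluorescence ratio | Control set: DMSO-only wells and HT1080 RFP-L50D-GFP cell wells as references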
# MsrA inh: bovine MsrA enzyme inhibitors, primary screen, biochemical, absorbance, HTS; Methionine sulfoxide reductase A (Bos taurus); inhibition, % at 15.5 µM; purified bovine MsrA, absorbance read-out; 360,000 compounds, 0.75% hits; in the data active = inhibition above about 4.5%;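 also: 0% = vehicle wells with enzyme and 100% = reference inhibitor wells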
# FAS-TE inh: FAS thioesterase domain inhibitors, primary screen, biochemical, fluorescence intensity, uHTS. Fatty acid synthase (Homo sapiens), P49327. recombinant FAS-TE, OMFH fluorogenic substrate, fluorescence endpoint. inhibition, % at 15 µM. 360,000 compounds, 0.67% hits;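 active = compounds whose normalised, plate-corrected inhibition of enzyme fluorescence in the single-dose primary screen is 50% or more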;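 also: 0% = DMSO with enzyme and 100% = substrate without enzyme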
# * hit, by the source's call.
SMILES,MsrA act,Tb MetRS inh,E coli Lon inh,SKN-1 inh,PABP1 MLLE inh,CendR NRP1 mod,MT1-MMP act inh,MsrA inh,FAS-TE inh
CN(C)c1nc(N(C)C)nc(N(C#N)Cc2ccc(Cl)cc2)n1,-1,0.4,-9,24,-9,-1,-1,0.1,20
Clc1cccc(Cl)c1-c1nnc2ccc(N3CCOCC3)nn12,-1,-0.3,-1,-4,-11,0,-10,0.4,-11
COc1ccc(-c2c([C@H]3[C@@H]4C=CCC[C@@]4(C)C(=O)N3Cc3ccccc3)ccc3ccccc23)cc1OC,-3,0.2,0,24,-1,-5,-2,0.3,45
CN(C)S(=O)(=O)c1ccc(NC(=O)COC(=O)c2ccccn2)cc1,-5,-0.6,2,3,9,12,8,0.8,-4
CC1CCCCN1CC(O)COc1ccc(OCC(O)CN2CCCCC2C)cc1 (stereo unspecified),1,-0.5,-8,-10,-14,19,-3,1.5,-5
CCc1cc2cc(C)ccc2nc1SCC(=O)N1CC(=O)Nc2ccccc21,3,-0.5,-3,-6,-17,0,-7,-1.6,10
CC(C)C(N)c1csc(NC(=O)Nc2ccc(OC(F)(F)F)cc2)n1 (stereo unspecified),-4,0.0,-3,24,-3,-10,0,-1.1,-5
NC(=O)c1ccc(NC(=O)COC(=O)CC(NC(=O)c2ccccc2Cl)c2ccccc2)cc1 (stereo unspecified),1,-0.3,-5,-1,-5,-1,5,-0.1,-3
Cc1cccc(NS(=O)(=O)c2ccc3c(c2)NC(=O)CO3)c1C,-7,-0.8,2,0,-3,-4,-4,-0.6,-4
Cc1ccc(OCC(=O)NNC(=O)CCc2ccccc2)cc1,-6,-1.2,-3,1,-11,3,1,-0.6,-8
Cc1cccc(S(=O)(=O)NC(Cc2c[nH]c3ccccc23)C(=O)O)c1 (stereo unspecified),-1,0.1,-4,-3,-4,-6,0,-0.2,-8
O=C(CCN=C1NS(=O)(=O)c2ccccc21)OCC(=O)c1ccccc1Cl,-7,-0.3,-2,4,-10,8,8,0.1,0
Cn1c(SCC(=O)NCc2ccco2)nnc1-c1ccc(S(=O)(=O)N2CCOCC2)cc1,-2,-0.2,-4,5,-14,6,1,-0.3,-6
CC(=O)c1cccc(NC(=O)C(C)OC(=O)c2ccc(-n3cnnn3)cc2)c1 (stereo unspecified),-2,-0.3,-2,17,11,-3,8,-1.1,-3
CCCNC(=O)C1(C)CCCN(C(=O)c2ccc(F)c(Cl)c2)C1 (stereo unspecified),-2,0.5,-4,9,-2,4,3,0.9,-6
CNC(=O)C1CCC(=O)N1Cc1ccc(C)cc1 (stereo unspecified),1,0.8,-6,-1,4,-7,4,0.2,-5
O=C(NCc1cccnc1)C(=O)Nc1ccc2c(c1)OCO2,-4,0.2,5,-9,-6,-9,3,0.4,-8
CCOP(=O)(OCC)C(Nc1cccc(C(F)(F)F)c1)c1ccc(F)cc1 (stereo unspecified),-4,0.2,-14,3,5,2,-5,-0.9,-1
COc1ccc(CN2CCN(CC=C(C)C)C(CCO)C2)cc1Cn1cccn1 (stereo unspecified),-6,-0.8,-1,6,-6,-8,-1,0.3,-3
CCn1c2ccccc2c2nnc(SCC(=O)c3c(N)n(C)c(=O)n(C)c3=O)nc21,-2,-0.6,-8,8,-10,2,1,-0.9,-1
O=C1c2ccc([N+](=O)[O-])cc2C(=O)N1c1c[nH]c(=O)[nH]c1=O,-10,-1.1,1,3,10,-2,0,1.0,-3
O=C1c2ccccc2CC1Sc1nnc(-c2ccccn2)o1 (stereo unspecified),0,0.0,2,8,-44,-2,5,0.2,-6
COCCNC(=O)C1CCN(S(=O)(=O)N2CCC3(CC2)OCCO3)CC1,-1,-0.2,0,12,7,-1,2,0.5,-7
CSCC[C@H](NC(=O)C1=NN(c2c(F)c(F)cc(F)c2F)C(=O)CC1)c1nc2ccccc2[nH]1,-4,0.1,-4,-1,-10,-12,3,-0.7,-3
O=C(c1ccc(N2CCOCC2)c([N+](=O)[O-])c1)N1CCN(c2ccccc2F)CC1,-11,0.1,-1,-1,2,-2,-1,1.3,-27
# (continued)
SMILES,MsrA act,Tb MetRS inh,E coli Lon inh,SKN-1 inh,PABP1 MLLE inh,CendR NRP1 mod,MT1-MMP act inh,MsrA inh,FAS-TE inh
Cc1ccc(NC(=O)/C(=C\c2cccs2)NC(=O)c2ccccc2)cc1,-4,1.4,5,-2,-10,8,1,3.7,1
CC1=C(C(=O)OCc2ccccc2)C(c2ccoc2)C(C#N)=C(N)O1 (stereo unspecified),-7,-0.9,-5,-5,-3,-25,-15,0.2,2
CCc1ccc(N(CC(=O)NCc2ccc(OC)cc2)C(=O)CCC(=O)Nc2ccccn2)cc1,-1,-0.2,-7,-4,-12,0,-2,-1.1,5
Cn1c(SCc2ccccc2)nnc1-c1c[nH]c2ccccc12,-3,8.3*,-9,-2,-26,3,3,2.5,4
COc1ccc(CCNC(=O)CCCn2c(SCC#N)nc3ccccc3c2=O)cc1OC,-2,-0.5,0,10,-11,-4,-1,0.4,-9
CC1=C(C(=O)OCc2ccccc2)C(c2ccc([N+](=O)[O-])cc2)NC(=O)N1 (stereo unspecified),-2,-0.3,1,-10,7,9,-3,-1.2,28
CCOC(=O)c1c(NC(=S)NC(=O)c2ccc(Cn3cc(Cl)cn3)o2)sc2c1CCC(C)C2 (stereo unspecified),-2,0.2,-6,-4,19,7,-10,-0.1,6
CC(C)[C@H](NC(=O)c1ccccc1)C(=O)OCC(=O)NCCC1=CCCCC1,-2,0.3,-5,12,4,-13,-2,0.5,-1
O=c1oc2ccc(C#CC3(O)CCCCC3)cc2cc1-n1cc(C2(O)CCCCC2)nn1,8.6*,-0.1,-10,8,1,-6,-2,-0.9,-8
Cc1ccc(-c2nnc(SCC(=O)N3CCN(c4ccccc4)CC3)o2)cc1,-6,-0.5,-8,1,-10,3,-2,-0.1,-10
Cn1cnnc1Sc1nc([N+](=O)[O-])nn1C,2,-0.1,-3,2,11,-3,0,-0.2,-2
CCOC(=O)C1=C(C)N(C[C@@H]2CC[C@@H](Cc3ccc(-c4ccccc4)cc3)O2)C(=O)NC1c1cccc2ccccc12 (stereo partly specified),-8,-1.9,1,3,-12,4,-8,-0.2,20
CCCCSCCCNC(=O)CCCN1C(=O)c2ccccc2Sc2ncccc21,-4,-1.1,-5,1,-7,-3,0,-1.0,2
CN1CCN(c2ccc(CNS(=O)(=O)c3ccc(Cl)cc3)cc2)CC1,-2,0.3,-5,-7,-18,3,-4,-1.5,-4
CC(C)(C)c1ccc(C(=O)NCCn2c(N)c(C#N)c3nc4ccccc4nc32)cc1,4,-0.4,-9,3,-9,-5,1,1.2,-6
CCc1ccc(NC(=O)c2cnc(N3CCN(c4ccccn4)CC3)c3ccccc23)cc1,-3,-0.2,9,14,-6,13,-12,0.1,33
Cc1ccc(Cc2cnc(NC(=O)/C(C#N)=C/c3ccc(-c4ccccc4[N+](=O)[O-])o3)s2)cc1,-3,-0.3,-6,17,-12,14,8,-1.6,-2
O=C(NCCc1ccccc1)c1cnc(Cl)c(Cl)c1,-7,-0.9,-5,2,6,2,-2,2.7,9
O=C(Nc1ccc2c(c1)OCO2)c1ccc(N2C(=O)c3ccccc3C2=O)cc1,-4,-0.3,-1,8,-4,2,-1,-0.6,-4

# By substructure: the compounds so far containing a halogen.
SMILES,MsrA act,Tb MetRS inh,E coli Lon inh,SKN-1 inh,PABP1 MLLE inh,CendR NRP1 mod,MT1-MMP act inh,MsrA inh,FAS-TE inh
CN(C)c1nc(N(C)C)nc(N(C#N)Cc2ccc(Cl)cc2)n1,-1,0.4,-9,24,-9,-1,-1,0.1,20
Clc1cccc(Cl)c1-c1nnc2ccc(N3CCOCC3)nn12,-1,-0.3,-1,-4,-11,0,-10,0.4,-11
CC(C)C(N)c1csc(NC(=O)Nc2ccc(OC(F)(F)F)cc2)n1 (stereo unspecified),-4,0.0,-3,24,-3,-10,0,-1.1,-5
NC(=O)c1ccc(NC(=O)COC(=O)CC(NC(=O)c2ccccc2Cl)c2ccccc2)cc1 (stereo unspecified),1,-0.3,-5,-1,-5,-1,5,-0.1,-3
O=C(CCN=C1NS(=O)(=O)c2ccccc21)OCC(=O)c1ccccc1Cl,-7,-0.3,-2,4,-10,8,8,0.1,0
CCCNC(=O)C1(C)CCCN(C(=O)c2ccc(F)c(Cl)c2)C1 (stereo unspecified),-2,0.5,-4,9,-2,4,3,0.9,-6
CCOP(=O)(OCC)C(Nc1cccc(C(F)(F)F)c1)c1ccc(F)cc1 (stereo unspecified),-4,0.2,-14,3,5,2,-5,-0.9,-1
CSCC[C@H](NC(=O)C1=NN(c2c(F)c(F)cc(F)c2F)C(=O)CC1)c1nc2ccccc2[nH]1,-4,0.1,-4,-1,-10,-12,3,-0.7,-3
O=C(c1ccc(N2CCOCC2)c([N+](=O)[O-])c1)N1CCN(c2ccccc2F)CC1,-11,0.1,-1,-1,2,-2,-1,1.3,-27
CCOC(=O)c1c(NC(=S)NC(=O)c2ccc(Cn3cc(Cl)cn3)o2)sc2c1CCC(C)C2 (stereo unspecified),-2,0.2,-6,-4,19,7,-10,-0.1,6
CN1CCN(c2ccc(CNS(=O)(=O)c3ccc(Cl)cc3)cc2)CC1,-2,0.3,-5,-7,-18,3,-4,-1.5,-4
O=C(NCCc1ccccc1)c1cnc(Cl)c(Cl)c1,-7,-0.9,-5,2,6,2,-2,2.7,9

# Compounds as they come; overall some 4% were active at least once.
